CIT2 TOR yeast – modulators of CIT2-GFP expression in yeast, primary screen, S. cerevisiae, GFP fusion, multiplex flow cytometry, MLPCN library; S. cerevisiae CIT2-GFP strain, 3 h; 100 means same as DMSO wells; GFP response vs DMSO, % at 10 µM; hit rate 0.065% among 320,000;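 active = GFP response relative to DMSO above a set limit, near the screen mean plus 3 SD, cut at about 150% in these data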;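 also: ratio of well median GFP fluorescence to mean of DMSO wells on the plate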
MEP2-GFP yeast – modulators of MEP2-GFP levels in yeast, primary screen, S. cerevisiae, multiplex flow cytometry, MLPCN library; S. cerevisiae MEP2-GFP strain, 3 h; 100% = DMSO control level; hit rate 0.51% among 330,000; GFP response vs DMSO, % at 10 µM;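 active = GFP response versus DMSO above a set limit, roughly screen mean plus 3 SD, cut at about 180% in these data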;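 also: median GFP fluorescence of the barcode-gated MEP2-GFP cells per well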
AHR act – AHR activators, primary screen, cell-based, luminescence, luciferase reporter, human; activation, % at 5 µM; hit rate 2.5% among 320,000; Aryl hydrocarbon receptor (Homo sapiens), P35869; AID 2796, 2010; AHR-responsive luciferase reporter cells; in the data active = activation above about 47%;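 also: 0% = vehicle wells and 100% = reference agonist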
Target sequence (P35869 whole entry, looked up): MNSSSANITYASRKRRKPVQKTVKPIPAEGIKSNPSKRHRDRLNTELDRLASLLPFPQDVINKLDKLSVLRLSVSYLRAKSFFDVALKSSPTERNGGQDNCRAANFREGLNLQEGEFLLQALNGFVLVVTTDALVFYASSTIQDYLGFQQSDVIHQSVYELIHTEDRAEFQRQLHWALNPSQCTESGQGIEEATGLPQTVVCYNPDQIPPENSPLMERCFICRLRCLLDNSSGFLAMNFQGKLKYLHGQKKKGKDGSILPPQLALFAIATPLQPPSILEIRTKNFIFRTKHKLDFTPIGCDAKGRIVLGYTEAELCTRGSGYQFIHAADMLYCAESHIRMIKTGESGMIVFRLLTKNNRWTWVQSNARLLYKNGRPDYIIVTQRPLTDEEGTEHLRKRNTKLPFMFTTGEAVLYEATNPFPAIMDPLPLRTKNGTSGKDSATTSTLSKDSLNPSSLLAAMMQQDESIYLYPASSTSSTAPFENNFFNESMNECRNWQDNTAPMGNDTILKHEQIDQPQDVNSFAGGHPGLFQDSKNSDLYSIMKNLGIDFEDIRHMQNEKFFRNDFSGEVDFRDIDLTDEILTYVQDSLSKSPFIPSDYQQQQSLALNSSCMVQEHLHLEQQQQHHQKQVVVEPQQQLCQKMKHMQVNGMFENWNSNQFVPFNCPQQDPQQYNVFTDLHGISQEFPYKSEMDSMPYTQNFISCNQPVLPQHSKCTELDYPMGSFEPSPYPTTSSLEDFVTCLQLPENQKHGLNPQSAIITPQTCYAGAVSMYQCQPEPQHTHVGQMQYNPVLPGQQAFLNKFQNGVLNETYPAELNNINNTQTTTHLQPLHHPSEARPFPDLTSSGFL
Yeast superoxide – reduction of superoxide in aged yeast, primary screen, HTS; superoxide response (% of plate mean), % at 10 µM; hit rate 0.18% among 330,000; S. cerevisiae aged cells, superoxide DHE fluorescence; stronger effect = lower value; AID 2690, 2010;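 active = superoxide response under a set limit, about three screen SD below normal, cut at about 65% in these data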;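 also: yeast aged for seven days with compound at 30 °C before DHE staining; 100% = average MFI of all compound-treated wells on the plate with controls excluded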
LAP4 TOR yeast – modulators of LAP4-GFP expression in yeast, primary screen, S. cerevisiae, multiplex flow cytometry, MLPCN library | GFP response vs DMSO, % at 10 µM | hit rate 0.34% among 320,000 | 3 h; median GFP as percent of DMSO wells | AID 2023, 2009;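 active = GFP response vs DMSO above a set limit, about the screen mean plus 3 SD, cut at about 150% in these data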
Efflux pump inh – inhibitors of Candida efflux pumps in yeast, primary screen, S. cerevisiae, Nile Red, multiplex; S. cerevisiae Candida pump triplex; inhibition, % at 10 µM; hit rate 0.44% among 330,000; AID 485275, 2010;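 active = plate passing quality check with inhibition over a set limit, or well fluorescence over plate mean plus 4 SD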;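 also: Nile Red retained in pooled yeast measured as flow cytometry median fluorescence; 0% = buffer negative control and 100% = Enniatin B positive control; higher means more Nile Red kept so more efflux inhibition; some compounds called inactive have numbers as strong as hits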
RPL19A TOR yeast – RPL19A-GFP expression modulators in yeast, primary screen, cell-based, S. cerevisiae, multiplex flow cytometry, MLPCN; percent response vs DMSO, % at 10 µM; hit rate 0.3% among 330,000; S. cerevisiae RPL19A-GFP strain, 3 h; stronger effect = lower value;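 active = percent response vs DMSO below 50%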;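 also: median channel GFP fluorescence of the barcoded RPL19A-GFP strain; ratio of sample median GFP to plate DMSO average so 100% = DMSO; lower means less RPL19A-GFP as with rapamycin TOR inhibition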
AGP1-GFP MLPCN – modulators of AGP1-GFP expression in yeast TOR pathway, primary screen, cell-based, multiplex flow cytometry, S. cerevisiae, MLPCN library; AID 2066, 2009; GFP response vs DMSO, % at 10 µM; 3 h; GFP as percent of DMSO wells; hit rate 0.02% among 320,000;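 active = GFP response relative to DMSO above a set limit, near screen average plus 3 SD, cut at about 150% in these data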;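 also: median GFP channel fluorescence of the gated AGP1 strain per well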
* marks the source's active call; other numbers are inactive results.

Preview, 2 compounds:
For O=C(Nc1ccccc1)c1cn(CCBr)cn1 the results were CIT2 TOR yeast 88, MEP2-GFP yeast 90, AHR act 0, Yeast superoxide 92, LAP4 TOR yeast 92, Efflux pump inh -0.2, RPL19A TOR yeast 97 and AGP1-GFP MLPCN 84.
`Cc1cc(C)c2c(c1)cc(C)c1nnc(SCC(=O)Nc3ccc(S(=O)(=O)N4CCCCC4)cc3)n12` gave CIT2 TOR yeast 85, MEP2-GFP yeast 92, AHR act 1, Yeast superoxide 83, LAP4 TOR yeast 109, Efflux pump inh 0.2, RPL19A TOR yeast 91 and AGP1-GFP MLPCN 98.

Results, previewed entries included:
For O=C(Nc1ccccc1)c1cn(CCBr)cn1 the results were CIT2 TOR yeast 88, MEP2-GFP yeast 90, AHR act 0, Yeast superoxide 92, LAP4 TOR yeast 92, Efflux pump inh -0.2, RPL19A TOR yeast 97 and AGP1-GFP MLPCN 84.
`Cc1cc(C)c2c(c1)cc(C)c1nnc(SCC(=O)Nc3ccc(S(=O)(=O)N4CCCCC4)cc3)n12` gave CIT2 TOR yeast 85, MEP2-GFP yeast 92, AHR act 1, Yeast superoxide 83, LAP4 TOR yeast 109, Efflux pump inh 0.2, RPL19A TOR yeast 91 and AGP1-GFP MLPCN 98.
O=c1ccn(CCc2c[nH]c3ccccc23)c2c1CCCC2 was read as CIT2 TOR yeast 92, MEP2-GFP yeast 102, AHR act -4, Yeast superoxide 109, LAP4 TOR yeast 96, Efflux pump inh -0.1, RPL19A TOR yeast 104 and AGP1-GFP MLPCN 107.
Screening CCn1cc(C(=O)O)c(=O)c2cnc(N3CCN(C(=S)NC(=O)c4ccc(F)c(F)c4)CC3)nc21 returned CIT2 TOR yeast 105, MEP2-GFP yeast 104, AHR act 0, Yeast superoxide 93, LAP4 TOR yeast 94, Efflux pump inh 0.1, RPL19A TOR yeast 106 and AGP1-GFP MLPCN 103.
O=C(Nc1cc(C(F)(F)F)ccc1N1CCOCC1)c1ccc(Cl)nc1 was read as CIT2 TOR yeast 110, MEP2-GFP yeast 116, AHR act 29, Yeast superoxide 100, LAP4 TOR yeast 118, Efflux pump inh -0.1, RPL19A TOR yeast 104 and AGP1-GFP MLPCN 101.
CCOc1ccc(N(CC(=O)N2CCN(c3ccc(F)cc3)CC2)S(=O)(=O)c2c(C)noc2C)cc1 was read as CIT2 TOR yeast 103, MEP2-GFP yeast 101, AHR act 4, Yeast superoxide 102, LAP4 TOR yeast 111, Efflux pump inh 0.3, RPL19A TOR yeast 99 and AGP1-GFP MLPCN 104.
`CCCOc1ccc(/C=N/NC(=O)CN2CCCCC2)cc1OCC` gave CIT2 TOR yeast 90, MEP2-GFP yeast 99, AHR act 1, Yeast superoxide 103, LAP4 TOR yeast 82, Efflux pump inh -0.1, RPL19A TOR yeast 92 and AGP1-GFP MLPCN 88.
For CCOC(=O)N1CCN(S(=O)(=O)c2cc(OCC(=O)NC3CCCCC3)c(C)cc2Cl)CC1 the results were CIT2 TOR yeast 106, MEP2-GFP yeast 104, AHR act 1, Yeast superoxide 93, LAP4 TOR yeast 103, Efflux pump inh -0.1, RPL19A TOR yeast 100 and AGP1-GFP MLPCN 104.
`COc1ccc(OC)c(C(=O)NC(CC(N)=O)c2ccc(NCc3ccc(F)c(F)c3)c([N+](=O)[O-])c2)c1` (stereo not drawn) gave CIT2 TOR yeast 91, MEP2-GFP yeast 99, AHR act 5, Yeast superoxide 108, LAP4 TOR yeast 129, Efflux pump inh 0.1, RPL19A TOR yeast 97 and AGP1-GFP MLPCN 86.
`N=C1SCC(=O)N1c1ccccc1Cl` gave CIT2 TOR yeast 98, MEP2-GFP yeast 105, AHR act 1, Yeast superoxide 96, LAP4 TOR yeast 91, Efflux pump inh -0.2, RPL19A TOR yeast 105 and AGP1-GFP MLPCN 94.
Screening O=C(NC1CC(=O)N(c2ccc(Cl)cc2)C1)C1CC1 (stereo not drawn) returned CIT2 TOR yeast 107, MEP2-GFP yeast 100, AHR act 1, Yeast superoxide 86, LAP4 TOR yeast 100, Efflux pump inh -0.2, RPL19A TOR yeast 97 and AGP1-GFP MLPCN 102.
Screening CCCc1nn2c(=O)c(C(c3cccc(Cl)c3)c3c(O)nc4sc(CCC)nn4c3=O)c(O)nc2s1 returned CIT2 TOR yeast 97, MEP2-GFP yeast 107, AHR act 3, Yeast superoxide 99, LAP4 TOR yeast 107, Efflux pump inh 0.2, RPL19A TOR yeast 103 and AGP1-GFP MLPCN 101.
`Cc1cc(=O)n(C)c(=O)n1CCCCOc1cccc([N+](=O)[O-])c1` gave CIT2 TOR yeast 92, MEP2-GFP yeast 101, AHR act 3, Yeast superoxide 89, LAP4 TOR yeast 93, Efflux pump inh -0.1, RPL19A TOR yeast 104 and AGP1-GFP MLPCN 90.
CSCC[C@H](NC(=O)N1CCn2c1nc1ccccc12)C(=O)NC1CCCCC1 was read as CIT2 TOR yeast 100, MEP2-GFP yeast 99, AHR act 2, Yeast superoxide 96, LAP4 TOR yeast 99, Efflux pump inh -0.1, RPL19A TOR yeast 100 and AGP1-GFP MLPCN 100.
Screening CCCN(C(=O)CSc1nnnn1-c1ccccc1OC)C1CCS(=O)(=O)C1 (stereo not drawn) returned CIT2 TOR yeast 101, MEP2-GFP yeast 102, AHR act 1, Yeast superoxide 99, LAP4 TOR yeast 95, Efflux pump inh 0.0, RPL19A TOR yeast 102 and AGP1-GFP MLPCN 97.
`COc1cc(C(=O)Nc2nnc(C(C)(C)C)s2)c([N+](=O)[O-])cc1OC` gave CIT2 TOR yeast 101, MEP2-GFP yeast 101, AHR act 1, Yeast superoxide 100, LAP4 TOR yeast 92, Efflux pump inh -0.2, RPL19A TOR yeast 103 and AGP1-GFP MLPCN 103.
`Cc1nn(-c2ccccc2)nc1C(=O)NNC(=O)c1cccc2ccccc12` gave CIT2 TOR yeast 63, MEP2-GFP yeast 114, AHR act 15, Yeast superoxide 85, LAP4 TOR yeast 125, Efflux pump inh 0.2, RPL19A TOR yeast 86 and AGP1-GFP MLPCN 101.
Cc1ccc(-c2noc(CCC(N)=O)n2)cc1 was read as CIT2 TOR yeast 97, MEP2-GFP yeast 107, AHR act 1, Yeast superoxide 102, LAP4 TOR yeast 100, Efflux pump inh -0.2, RPL19A TOR yeast 96 and AGP1-GFP MLPCN 103.
For O=C(Cn1cnc2c(OCc3ccccc3)ncnc21)NCC1CCCO1 (stereo not drawn) the results were CIT2 TOR yeast 93, MEP2-GFP yeast 85, AHR act -1, Yeast superoxide 101, LAP4 TOR yeast 82, Efflux pump inh -0.1, RPL19A TOR yeast 90 and AGP1-GFP MLPCN 93.
For COC(=O)c1ccc(OCCCCN2CC(C)OC(C)C2)cc1 (stereo not drawn) the results were CIT2 TOR yeast 94, MEP2-GFP yeast 97, AHR act 0, Yeast superoxide 103, LAP4 TOR yeast 108, Efflux pump inh 0.2, RPL19A TOR yeast 103 and AGP1-GFP MLPCN 106.
`Nc1ccc(C(=O)N/N=C\c2ccc(OC(=O)c3ccccc3Cl)cc2)cc1` gave CIT2 TOR yeast 121, MEP2-GFP yeast 100, AHR act 2, Yeast superoxide 105, LAP4 TOR yeast 85, Efflux pump inh 0.0, RPL19A TOR yeast 105 and AGP1-GFP MLPCN 104.
`COc1ccc(C)cc1S(=O)(=O)N1CCN(C(=O)c2ncoc2-c2cccc(F)c2)CC1` gave CIT2 TOR yeast 99, MEP2-GFP yeast 114, AHR act 19, Yeast superoxide 92, LAP4 TOR yeast 96, Efflux pump inh 0.0, RPL19A TOR yeast 107 and AGP1-GFP MLPCN 105.
`Nc1nc(Nc2cccc(F)c2)nc(NCCO)c1[N+](=O)[O-]` gave CIT2 TOR yeast 103, MEP2-GFP yeast 98, AHR act 13, Yeast superoxide 90, LAP4 TOR yeast 106, Efflux pump inh -0.3, RPL19A TOR yeast 97 and AGP1-GFP MLPCN 106.
`Cc1nc2ccc(F)cc2cc1C(=O)Nc1cccc(Cl)c1C` gave CIT2 TOR yeast 96, MEP2-GFP yeast 100, AHR act 107*, Yeast superoxide 100, LAP4 TOR yeast 89, Efflux pump inh -0.6, RPL19A TOR yeast 103 and AGP1-GFP MLPCN 96.
Screening COc1ccccc1C1CCN(c2ccc([N+](=O)[O-])cn2)CC1 returned CIT2 TOR yeast 95, MEP2-GFP yeast 89, AHR act -6, Yeast superoxide 111, LAP4 TOR yeast 124, Efflux pump inh 0.2, RPL19A TOR yeast 89 and AGP1-GFP MLPCN 95.
Screening CCCCN1Cc2c(nc3cc(-c4ccco4)[nH]n3c2=O)C1=O returned CIT2 TOR yeast 101, MEP2-GFP yeast 97, AHR act 2, Yeast superoxide 114, LAP4 TOR yeast 109, Efflux pump inh 0.1, RPL19A TOR yeast 98 and AGP1-GFP MLPCN 99.
COC(=O)COc1cccc(NC(=O)C(c2ccccc2)c2ccccc2)c1 was read as CIT2 TOR yeast 103, MEP2-GFP yeast 109, AHR act -2, Yeast superoxide 98, LAP4 TOR yeast 93, Efflux pump inh 0.1, RPL19A TOR yeast 99 and AGP1-GFP MLPCN 94.
For O=C(COC(=O)C1=COCCO1)Nc1ccccc1 the results were CIT2 TOR yeast 99, MEP2-GFP yeast 102, AHR act 2, Yeast superoxide 112, LAP4 TOR yeast 97, Efflux pump inh -0.2, RPL19A TOR yeast 95 and AGP1-GFP MLPCN 99.
`COC(=O)C1CN(S(=O)(=O)c2ccc(NC(C)=O)cc2)CCS1` (stereo not drawn) gave CIT2 TOR yeast 96, MEP2-GFP yeast 99, AHR act 0, Yeast superoxide 98, LAP4 TOR yeast 110, Efflux pump inh 0.1, RPL19A TOR yeast 101 and AGP1-GFP MLPCN 105.
For Cc1cc(Nc2ccccc2)nc(-c2ccccc2O)n1 the results were CIT2 TOR yeast 99, MEP2-GFP yeast 92, AHR act 20, Yeast superoxide 92, LAP4 TOR yeast 95, Efflux pump inh 0.1 and AGP1-GFP MLPCN 78.
O=C(Nn1cnnc1)C1Cc2ccccc2CN1S(=O)(=O)c1ccc(F)cc1 (stereo not drawn) was read as CIT2 TOR yeast 96, MEP2-GFP yeast 90, AHR act 0, Yeast superoxide 92, LAP4 TOR yeast 92, Efflux pump inh -0.1, RPL19A TOR yeast 100 and AGP1-GFP MLPCN 103.
C/C(N)=C(/C#N)C(=O)COC(=O)c1cc(C)n(-c2ccc(F)cc2)c1C was read as CIT2 TOR yeast 93, MEP2-GFP yeast 104, AHR act 4, Yeast superoxide 106, LAP4 TOR yeast 98, Efflux pump inh 0.0, RPL19A TOR yeast 99 and AGP1-GFP MLPCN 97.
Cc1nc2nc(SCC(=O)NCc3ccco3)nn2c(C)c1Cc1c(F)cccc1Cl was read as CIT2 TOR yeast 98, MEP2-GFP yeast 120, AHR act 22, Yeast superoxide 107, LAP4 TOR yeast 96, Efflux pump inh -0.1, RPL19A TOR yeast 98 and AGP1-GFP MLPCN 96.
Screening CCS(=O)(=O)N1CCN(CC2CC3C=CC2C3)CC1 (stereo not drawn) returned CIT2 TOR yeast 98, MEP2-GFP yeast 101, AHR act 2, Yeast superoxide 100, LAP4 TOR yeast 99, Efflux pump inh 0.3, RPL19A TOR yeast 99 and AGP1-GFP MLPCN 98.
For Cc1c(C(=O)O)cccc1-c1ccc(/C=C2/NC(=O)N(c3ccccc3)C2=O)o1 the results were CIT2 TOR yeast 103, MEP2-GFP yeast 99, AHR act 0, Yeast superoxide 111, LAP4 TOR yeast 105, Efflux pump inh -0.1, RPL19A TOR yeast 100 and AGP1-GFP MLPCN 101.

Source: PubChem

Hits appear at their usual frequency; overall some 3.9% were active at least once.
